UDG counter: Primary qHTS assay for inhibitors of Activation Induced Cytidine Deaminase (AID): UDG Counterscreen signal | Uracil-DNA glycosylase | FRET deamination/UDG coupled assay, UDG read, 4 h | Potency, µM (series often up to 115 µM), without a hit: top-dose activity change, negative = inhibition, usual class: inhibitors | 91,000 compounds, 0.14% hits | AID 1347430, 2020; note: nearly all actives have a fitted effect of over 65% in size
AID inh: Primary qHTS assay for inhibitors of Activation Induced Cytidine Deaminase (AID): AID signal; 91,000 compounds, 0.32% hits; Single-stranded DNA cytosine deaminase (Homo sapiens), Q9GZX7; AID deamination FRET fluorescence, UDG-coupled, 4 h; AID 1347428, 2020; Potency, µM (titrated, usually from 115 µM), without a hit: at the top dose activity change, negative = inhibition, hits mostly inhibitors; note: nearly all actives have a fitted effect of over 25% in size
Target sequence (Q9GZX7 whole entry, looked up): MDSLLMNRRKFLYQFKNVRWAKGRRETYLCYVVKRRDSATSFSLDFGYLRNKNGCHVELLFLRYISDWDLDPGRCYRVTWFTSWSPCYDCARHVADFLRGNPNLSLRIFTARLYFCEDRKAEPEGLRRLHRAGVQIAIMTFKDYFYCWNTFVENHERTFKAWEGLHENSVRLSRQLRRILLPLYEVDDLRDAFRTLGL
Starred values were filed as active, the others as inactive; ? = inconclusive; [ ] = dose if it differs, or a comment. Calls come from the whole dose curve; as a rule, active = well fitted curve in the direction sought with a large enough effect; inconclusive = small, poorly fitted or top-dose-only effect, or another doubt; inactive = no such curve, though single readings can be large; an effect the other way counts as inactive or inconclusive. % is set by controls: 0 for no effect and ±100 for the full control effect; potency is the fitted concentration of half-maximal effect.

SMILES	UDG counter	AID inh
CCCCC(CC)CNC(=O)CCNC(=O)c1ccccc1 (stereo not drawn)	5%	-1%
Cc1ccc2nc(SCC(=O)Nc3sc4c(c3C#N)CCCC4)[nH]c2c1	7%	8%
COc1cc(NC(=O)CN2C(=O)COc3ccc(S(=O)(=O)N4CCCCC4)cc32)cc(OC)c1	5%[57.5 µM]	-13%
Cc1ccc(S(=O)(=O)Nc2cc3c(C(=O)OCc4ccccc4)c(C)oc3c3ccccc23)c(C)c1	?	-10%
COc1cc(C2CC(=O)Nc3nc(N4CCCCC4)sc32)ccc1OCC(N)=O (stereo not drawn)	-17%	22µM*
CC(C)CC(=O)N1CCC(NC(=O)c2ccc3ccccc3n2)CC1	-6%	-4%
O=C(N/N=C/c1c(F)c(F)c(F)c(F)c1F)C1CC1	3%	-4%
Cc1ccc(C(=O)c2oc3ccccc3c2NC(=O)c2cc(=O)c3ccccc3o2)cc1	6%	6%
CC(C)c1ccc(NC(=O)c2c(F)cccc2Cl)cc1	-9%	-12%
Nc1nccnc1C(=O)NCCNC(=O)c1ccc(Cl)c(Cl)c1	1%	-3%
CCOC(=O)c1ccc(NC(=O)C2=C(C)C(=O)OC23CCN(C(C)C)CC3)cc1	1%	-3%
COc1cc(C(=O)N(Cc2ccc(F)cc2)Cc2ccco2)cc(OC)c1OC	-10%[57.5 µM]	2%
COc1ccc2c(c1)c(CC(=O)Nc1c(C)cccc1C)c(C)n2C(=O)c1ccc(Cl)cc1	24%	3%
N#CCSc1ccccc1C(=O)Nc1ccc2c(c1)OCCO2	-6%	10%
CCC(C)(C)c1ccc(OCC(=O)Nc2cccc(C(=O)O)c2)cc1	-6%	-8%
N#CC1(C(=O)Nc2ccc(Cl)cc2)CCCC1	6%	-3%
COc1ccc(NC(=O)CSc2ncccc2C(=O)O)cc1OC	-4%	167%[activator]
O=C(Nc1ccc(F)c(Cl)c1)c1ccc2c(Cl)c3c(nc2c1)CCCC3	5%	6%
Cc1cc(Br)cc(C)c1OC(C)C(=O)O (stereo not drawn)	-4%	5%
CC(=O)/C=C(/NCc1ccccc1)C(F)(F)F	2%	2%
COc1ccc(-c2c(C)nn3c(-c4ccccc4)cc(C)nc23)cc1OC	-1%	6%
CC(C)(C)c1ccc(C2(C(=O)O)CC2)cc1	0%	8%
C/C(CCC(C)C)=N\Nc1nc2ccccc2[nH]1	-7%	-3%
CNc1nc(-c2ccc3c(c2)OCCCO3)cs1	1%	-2%
CCOC(=O)c1c(C)n(CC)c2ccc(OC)cc12	3%	-6%
COc1ccc2c(c1)CCCN2C(=O)c1cc2ccc(C)cc2nc1C	1%	-5%
Cc1[nH]c(C(=O)O)c(C)c1C#N	-1%	0%
Cc1ccc2nc(SCc3nc(-c4ccccc4C)no3)[nH]c2c1	6%	-1%
CCOc1ccc(C2C(=O)N(C3CCCCCC3)CC(=O)N2Cc2ccc(C)cc2)cc1OC (stereo not drawn)	0%[57.5 µM]	?
O=C(/C=C/c1ccc(Cl)cc1Cl)c1ccc(OC(F)F)cc1	2%	-19%
CCOC(=O)c1cc(-c2ccc(S(=O)(=O)Nc3ccc(C)cc3Cl)s2)on1	6%	-11%
COc1ccccc1N1CCN(C(CNC(=O)C(=O)NCc2ccc(F)cc2)c2cccnc2)CC1 (stereo not drawn)	-6%	?
Cc1cccc(C(=O)NCCC(=O)NCC2CCCCC2)c1	7%	11%
COc1cc(NC(=O)Cn2nc(C(F)(F)F)c3c2CCCC3)cc(OC)c1OC	-1%	10%
Cc1ccc(/C=C(\C#N)C(=O)Nc2cccc(Cl)c2)o1	-9%	5%
CNS(=O)(=O)c1cn(CC(=O)N2CCN(c3cccc(Cl)c3)CC2)cc1S(=O)(=O)NC	-13%	6%
Cc1ccc(-c2nc(CS(=O)CC(=O)N3CCN(c4ccc(Cl)cc4)CC3)c(C)o2)cc1 (stereo not drawn)	2%	8%
CCc1ccc(CN(C(=O)c2cc(=O)c3cc(CC)ccc3o2)C2CCS(=O)(=O)C2)cc1 (stereo not drawn)	-2%	-14%
O=S(=O)(NC1CCSc2c(F)cccc21)c1ccc(F)cc1 (stereo not drawn)	1%	0%
O=C(O)Cc1ccc(S(=O)(=O)Cc2ccccc2)cc1	7%	4%
COc1ccccc1N=c1scc(-c2ccc(S(=O)(=O)N3CCCC3)cc2)n1C	-12%	?
COc1ccc2cc(C(=O)O)sc(=O)c2c1OC	4%	-2%
Cc1cc(C)c(/C=C/c2onc(C)c2S(=O)(=O)N2CCC(C(=O)Nc3cccc(C)c3C)CC2)c(C)c1	-5%	5%
COc1ccc(NC(=O)CSC2=Nc3ccccc3C3=NC(C(C)C)C(=O)N23)cc1OC (stereo not drawn)	1%	-3%
O=C(Cc1ccc2c(c1)CCCC2)NC1CCc2ccccc21 (stereo not drawn)	9%	26%
S=C(S)N1CCCC1	9%	1%
CCn1c2c(c(=O)n3ncc(C(=O)Nc4ccc(C(=O)OC)cc4)c13)CN(Cc1ccc(OC)cc1)CC2	0%	78%[activator]
CCOc1ccc(-n2c(=O)c3c4c(sc3n(CC(=O)NC(C)CC)c2=O)CCCC4)cc1 (stereo not drawn)	-12%[57.5 µM]	-1%
CCc1ccc2occ(CC(=O)Nc3c(C(=O)c4ccc(C)cc4)oc4ccccc34)c2c1	8%	42%[activator]
N=c1c[n+](N2CCOCC2)[n-]o1	-7%	-5%
CCOC(=O)c1cc(-c2ccccc2)n(CCC(=O)Nc2ccc(OC)c(Cl)c2)c1C	-18%	-12%
CCOC(=O)C(=Cc1ccncc1)C(=O)OCC	-4%	11%
N#Cc1c(SCC(=O)c2ccccc2)nsc1SCC(=O)c1ccccc1	-8%	10%
Oc1ccc(NCc2ccc(OCc3ccccc3Cl)cc2)cc1	79µM*	35µM*
COc1ccc(OCC(=O)N[C@H]2CCCC[C@@H]2NC(=O)COc2ccc(OC)cc2)cc1	-5%	2%
COc1ccc(-c2cc3ccc(OS(=O)(=O)c4ccccc4)cc3oc2=O)cc1OC	1%	-6%
Cc1ccc(CN2CCN(CC(=O)Nc3cccc4nsnc34)CC2)o1	6%	-1%
CCCCN(CC)CCCNC(=O)Cn1ncc2c([nH]c3ccc(C)cc32)c1=O	0%	56%[activator]
O=C1C(=O)N(CCCO)C(c2ccccc2)/C1=C(\O)c1ccc(Br)cc1 (stereo not drawn)	1%	0%
CCOc1ccc(CCNC(=O)c2nn(-c3ccc(OC)c(Cl)c3)c(=O)c3c2c2ccccc2n3C)cc1OCC	-6%	12%

Continued:
SMILES	UDG counter	AID inh
Cc1cccc(CN2C(=O)CC(c3ccc(Cl)cc3)c3c(C)nn(-c4nc(C)cc(C)n4)c32)c1 (stereo not drawn)	-11%	?
COc1ccccc1NC(=O)CSc1ncnc2ccccc12	-10%	-5%
Fc1ccc(CNc2nc3c(-c4ccc(F)cc4)nnn3c3ccccc23)cc1	4%	1%
CCOC(=O)c1sc(NC2CC2)nc1C(F)(F)F	-6%	-4%
CCOC(=O)c1noc2ncnc(N3CCN(c4ccccc4OC)CC3)c12	-2%	-4%
COc1ccc(NC(=O)N2CCN(Cc3ccc(C)cc3)CC2)cc1	1%	-3%
COc1ccc(C)cc1-n1nnnc1SCC(=O)NCCc1ccccc1	-3%	-8%
C/C=C/c1ccc(OCC(=O)OCC(=O)c2ccc3c(c2)OCO3)c(OC)c1	-8%	17%
CC1(C(=O)OCC(=O)c2ccc(Br)cc2)CC1(Cl)Cl (stereo not drawn)	-6%	10%
Cc1ccc(-c2nc3ccccc3s2)cc1	1%	-8%
CSc1ccc(/C=C/C(=O)c2ccc(S(=O)(=O)NCC(=O)O)cc2)cc1	4%	-28%
Cc1nc2ccn(Cc3ccco3)c(=O)c2cc1C(=O)NCc1ccccc1F	-5%[57.5 µM]	-25%
CCCn1cnc2cc(NCc3ccc(OC)cc3OC)ccc21	-4%	-15%
COc1ccc(-c2cc3nc(C)c(CCC(=O)N4CCN(c5ccccc5F)CC4)c(C)n3n2)c(OC)c1	3%	-15%
Cc1ccc(-c2nnc(CCC(=O)Nc3nc(C)cs3)o2)cc1	0%	-1%
CCOc1ccc(OCC)c(NC(=O)c2cc(C)nc3c2c(C)nn3-c2cccc(Cl)c2C)c1	7%	1%
Cc1cc(SCC(=O)NN2C(=O)NC3(CCC(C)CC3)C2=O)nc2c(C)cccc12 (stereo not drawn)	-1%	4%
O=C(CCS(=O)(=O)c1cc2c3c(c1)CCN3C(=O)CC2)N1CCN(c2ccccc2)CC1	-1%	-6%
COc1ccccc1C(=O)Nc1ccc2nc(SCC(=O)N(C)c3ccccc3)sc2c1	17%	-2%
CN(C)S(=O)(=O)c1ccc(C(=O)Nc2c(C(=O)Nc3ccc(F)cc3)oc3ccccc23)cc1	-16%	2%
Cc1cc(S(=O)(=O)C(CNC(=O)COc2ccc(Cl)cc2)c2cccs2)ccc1F (stereo not drawn)	-7%	4%
CCCc1ccc(C(=O)/C=C/c2cc(OC)c(OC)c(OC)c2)cc1	-13%	?
CC(C)CCNC(=O)C(NC(N)=O)C(C)C (stereo not drawn)	-2%	0%
Cc1c(C(=O)OCc2ccccc2)sc(=S)n1-c1ccccc1	-2%	-10%
COc1ccc(NC(=O)COc2ncnc3ccccc23)c([N+](=O)[O-])c1	5%	-2%
COc1cc(OC)c(NC(=O)CCc2c(C)nc3ncnn3c2C)cc1Cl	-5%	-12%
CCOC(=O)c1sc(=S)n(-c2cccc(SC)c2)c1N	-1%	-11%
CNCCC(Oc1ccccc1C)c1ccccc1 (stereo not drawn)	0%	-9%
CCc1nn(CC(=O)NC(C)CCc2ccccc2)c(=O)c2cc3c(OC)cccc3n12 (stereo not drawn)	2%	-4%
O=C(c1cccc([N+](=O)[O-])c1)N1CCN(c2ccc(Nc3ccccc3)nn2)CC1	-10%	1%
N#Cc1ccc(NCCc2cccc3cccnc23)nc1	-6%	-10%
O=C(COc1ccccc1[N+](=O)[O-])Nc1ccc(-c2nc3ccccc3s2)cc1	?	-4%
CCOC(=O)c1sc(CC(=O)Nc2ccc(CC)cc2)nc1C	6%	111%[activator]
COc1ccc(CSc2nc3ccncc3n2Cc2nc(-c3ccc(OC)c(OC)c3)oc2C)cc1	-5%	?
O=C(c1ccc(N2CCCN(Cc3ccccc3)C2=O)cc1)N1CCN(c2ccccc2)CC1	1%	-13%
COc1ccc(Oc2c(C)oc3cc(OCC(=O)Nc4ccccn4)ccc3c2=O)cc1	36%[activator]	-10%

Reformatted: results already given.
COc1ccc(CSc2nc3ccncc3n2Cc2nc(-c3ccc(OC)c(OC)c3)oc2C)cc1
  UDG counter: -5%
  AID inh: ?

CCOC(=O)c1sc(=S)n(-c2cccc(SC)c2)c1N
  UDG counter: -1%
  AID inh: -11%

Back to the main list, starting five compounds before the break.
SMILES	UDG counter	AID inh
O=C(COc1ccccc1[N+](=O)[O-])Nc1ccc(-c2nc3ccccc3s2)cc1	?	-4%
CCOC(=O)c1sc(CC(=O)Nc2ccc(CC)cc2)nc1C	6%	111%[activator]
COc1ccc(CSc2nc3ccncc3n2Cc2nc(-c3ccc(OC)c(OC)c3)oc2C)cc1	-5%	?
O=C(c1ccc(N2CCCN(Cc3ccccc3)C2=O)cc1)N1CCN(c2ccccc2)CC1	1%	-13%
COc1ccc(Oc2c(C)oc3cc(OCC(=O)Nc4ccccn4)ccc3c2=O)cc1	36%[activator]	-10%
COc1ccc(-n2nc(C(=O)Nc3ccccc3OC)c3c4ccccc4n(C)c3c2=O)cc1Cl	-11%	-11%
CCOc1ccc(CCNC(=O)c2cc(=O)c3ccccc3o2)cc1OCC	9%	-1%
COc1ccc(NC(=O)CCSc2nc(-c3ccco3)cc(C(F)(F)F)n2)cc1	-4%	-3%
FC(F)(F)c1ccc(SCc2csc(-c3ncccn3)n2)nc1	-11%	3%
Cc1cc(C)cc(Oc2c(C(F)(F)F)oc3cc(OCC(=O)NC4CCCCC4)ccc3c2=O)c1	-12%	2%
Cc1cc(CSc2nnc(-c3ccc(Cl)cc3)n2Cc2ccco2)on1	-11%	-18%
OCCCC1CCCN1 (stereo not drawn)	-11%	-6%
CCCCN(C)C(=O)CSc1c2c(nc3ccc(Cl)cc13)CCCC2	-1%	-2%
O=C(Cn1nc(C(=O)O)c2ccccc2c1=O)Nc1ccc(OC(F)F)cc1	-2%	-5%
O=C(O)c1ccccc1Br	3%	2%
CCc1ccc(C(C)(c2ccc(O)cc2)c2ccc(O)cc2)cc1	-16%	-13%
CCCCSCCCNC(=O)C1CCC(CNS(=O)(=O)c2ccccc2)CC1 (stereo not drawn)	-24%[57.5 µM]	10%
Cc1ccc(CN(Cc2ccco2)C(=O)COc2ccc(Cl)cc2)o1	-4%[57.5 µM]	?
COc1ccc(NC(=O)c2sc3nc4c(cc3c2N)CCCCCC4)c(OC)c1	-16%[57.5 µM]	-19%[57.5 µM]
O=C1CCCc2cc(S(=O)(=O)N3CCCC(C(=O)Nc4ccc(F)c(Cl)c4)C3)ccc2N1 (stereo not drawn)	-7%	-9%
C=CCc1ccccc1OCCSc1nc(-c2ccccc2F)nc2cc(=O)[nH]n12	2%	8%

Sorted by heavy-atom count (ascending): part of the list above.
SMILES	UDG counter	AID inh
O=C(O)c1ccccc1Br	3%	2%
CCc1ccc(C(C)(c2ccc(O)cc2)c2ccc(O)cc2)cc1	-16%	-13%
O=C(Cn1nc(C(=O)O)c2ccccc2c1=O)Nc1ccc(OC(F)F)cc1	-2%	-5%
COc1ccc(NC(=O)c2sc3nc4c(cc3c2N)CCCCCC4)c(OC)c1	-16%[57.5 µM]	-19%[57.5 µM]
C=CCc1ccccc1OCCSc1nc(-c2ccccc2F)nc2cc(=O)[nH]n12	2%	8%
O=C1CCCc2cc(S(=O)(=O)N3CCCC(C(=O)Nc4ccc(F)c(Cl)c4)C3)ccc2N1 (stereo not drawn)	-7%	-9%

These rows are one share of the data; the hit share may differ from the screen's.
